High-throughput results as filed in PubChem BioAssay.
IMP-1 inh: blocks Pseudomonas aeruginosa IMP-1 metallo-beta-lactamase; purified IMP-1, nitrocefin hydrolysis, epi-absorbance fluorescence; inhibition, % at 5.6 µM; 290,000 tested, 0.45% active; AID 1556;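 active means inhibition above the mean plus 3 SD of all compounds in the same screening run, cut at about 4.5% in these data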;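 further: 0% = IMP-1 with DMSO and 100% = DMSO wells lacking enzyme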
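Material – recombinant IMP-1 enzyme, purified · Amount – IMP-1 0.2 nM before substrate addition · Medium – HEPES buffer pH 7.1 with ZnSO4 and Brij 35 · Timing – 25 °C, 15 min preincubation, 25 min reaction · Measured by – plate fluorescence quenching by hydrolysis product, ex 480/em 530 nm · Read-out – percent enzyme inhibition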
V1aR counter: V1a receptor agonism, counter-screen for OXTR agonists. P37288. CHO-V1R cells, Fluo-8 calcium fluorescence, agonist mode; 0% DMSO, 100% 3 nM vasopressin. activation, % at 3 µM. 320,000 tested, 0.25% active. AID 2797;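 active means activation above the mean activation of all tested compounds plus 3 SD, per screening run, cut at about 20% in these data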;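 further: signal is peak over basal fluorescence ratio across a 100 second FLIPR read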
NS3 helicase inh: blocks Hepatitis C virus NS3 helicase unwinding; inhibition, % at 10.9 µM; NS3 helicase DNA unwinding, Cy5 molecular beacon fluorescence; 290,000 tested, 0.56% active; AID 1800;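 active means inhibition above the mean of all tested compounds plus 3 SD, set per campaign, cut at about 35% in these data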;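 further: 0% = DMSO wells and 100% = thioflavine S control wells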
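Material: hepatitis C virus NS3 helicase domain fragment enzyme; measured by: Cy5 fluorescence, 0 and 60 min reads; control set: DMSO and thioflavine S; incubation: 60 min unwinding reaction at 25 °C after ATP addition; read-out basis: % inhibition from 60/0 min fluorescence ratio, DMSO 0%, thioflavine S 100%; repeats: singlicate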
OXTR ag: human OXTR agonism; P30559; CHO-OTR cells, Fluo-8 calcium fluorescence; normalized: DMSO 0%, oxytocin 100%; activation, % at 3 µM; 320,000 tested, 0.32% active; AID 2435;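 active means activation above the mean of all tested compounds plus 3 SD, cutoff set per screening run, cut at about 20% in these data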;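 further: peak over basal fluorescence ratio from a 100 s FLIPR kinetic read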
Target sequence (P30559 whole entry, looked up): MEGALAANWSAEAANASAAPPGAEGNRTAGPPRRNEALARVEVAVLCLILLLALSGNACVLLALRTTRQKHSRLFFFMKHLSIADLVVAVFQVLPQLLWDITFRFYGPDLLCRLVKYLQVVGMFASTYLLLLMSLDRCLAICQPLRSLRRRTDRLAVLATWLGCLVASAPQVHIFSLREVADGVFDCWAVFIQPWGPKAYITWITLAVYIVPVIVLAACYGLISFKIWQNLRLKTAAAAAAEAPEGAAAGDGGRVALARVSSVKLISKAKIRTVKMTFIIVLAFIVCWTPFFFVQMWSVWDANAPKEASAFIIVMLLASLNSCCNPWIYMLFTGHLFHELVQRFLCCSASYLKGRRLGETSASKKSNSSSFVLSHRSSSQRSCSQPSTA
GPR7 antag: blocks human GPR7 receptor signaling. P48145. GPR7-expressing cells, fluorescence antagonist assay. inhibition, % at 4.4 µM. 290,000 tested, 1.1% active. AID 1861; in the data active means inhibition above about 16%, passing the limit was not always enough;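 further: cells stimulated with the agonist NPW; 0% = agonist with vehicle and 100% = vehicle without agonist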
Target sequence (P48145 whole entry, looked up): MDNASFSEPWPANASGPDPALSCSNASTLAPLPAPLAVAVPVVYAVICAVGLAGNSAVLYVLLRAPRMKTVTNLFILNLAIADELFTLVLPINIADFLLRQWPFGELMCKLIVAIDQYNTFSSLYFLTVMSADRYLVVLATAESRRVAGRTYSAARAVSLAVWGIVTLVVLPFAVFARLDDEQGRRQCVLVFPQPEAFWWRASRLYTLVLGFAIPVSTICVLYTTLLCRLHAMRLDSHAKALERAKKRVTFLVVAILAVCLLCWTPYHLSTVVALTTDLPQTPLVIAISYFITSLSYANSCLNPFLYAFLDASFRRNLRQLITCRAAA
PHOSPHO1 inh: inhibitors of human PHOSPHO1 phosphatase; Q8TCT1; recombinant PHOSPHO1, absorbance phosphatase assay; inhibition, % at 13.3 µM; 290,000 tested, 1.1% active; AID 1565; in the data active means inhibition above about 60%
GalR3 antag: human GalR3 antagonism; O60755; HEK293 GalR3-CNG cAMP membrane potential fluorescence; galR3 body fused to GalR1 C-terminus; inhibition, % at 3 µM; 360,000 tested, 0.44% active; AID 651719;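 active means inhibition above the screen-wide average plus 3 SD, cut at about 13% in these data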;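 further: forskolin and galanin both at EC90 stimulate the cells; cAMP rise reported by CNG channel membrane potential dye signal; 0% = forskolin plus galanin with DMSO and 100% = forskolin alone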
Target sequence (O60755 1-299 limits assumed): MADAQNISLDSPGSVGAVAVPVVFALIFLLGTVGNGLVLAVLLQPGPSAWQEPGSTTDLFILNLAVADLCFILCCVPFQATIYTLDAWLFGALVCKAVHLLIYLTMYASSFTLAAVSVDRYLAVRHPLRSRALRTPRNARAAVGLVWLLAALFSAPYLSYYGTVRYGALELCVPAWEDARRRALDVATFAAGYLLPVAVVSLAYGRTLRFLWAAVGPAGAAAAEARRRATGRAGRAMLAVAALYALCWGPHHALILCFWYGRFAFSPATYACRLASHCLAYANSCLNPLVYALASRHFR
DNA FID counter: displaces DNA intercalator in HCV helicase counter-screen; DNA fluorescent intercalator displacement, fluorescence; inhibition, % at 7.9 µM; 290,000 tested, 0.17% active; in the data active means inhibition above about 37%;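 further: 0% = vehicle and 100% = reference compound; higher means more ethidium bromide displaced from hairpin DNA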
VIM-2 inhibitor: inhibitors of Pseudomonas aeruginosa VIM-2 metallo-beta-lactamase | purified VIM-2, nitrocefin hydrolysis, epi-absorbance fluorescence | inhibition, % at 5.6 µM | 290,000 tested, 0.89% active | AID 1527;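 active means inhibition above the mean of all tested compounds plus 3 SD, cutoff set per screening run, cut at about 7.5% in these data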;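 further: red hydrolysis product quenches plate fluorescence so inhibitors raise well fluorescence; 0% = enzyme with DMSO and 100% = DMSO without enzyme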
Numbers without * were called inactive; nt = not tested or not shown.

mol	IMP-1 inh	V1aR counter	NS3 helicase inh	OXTR ag	GPR7 antag	PHOSPHO1 inh	GalR3 antag	DNA FID counter	VIM-2 inhibitor
Cc1ccc(NC(=O)C2C(c3ccccc3)C=CC(c3ccccc3)C2C(=O)O)cc1 (stereo unspecified)	85*	-0.2	13	-0.5	-7	-50	0	-30	46*
Cc1nnc(-c2cnn(-c3ccccc3)c2N)n1Cc1ccc(F)cc1	-2.3	0.3	0	-0.8	2	20	-4	-13	-6.8
Cn1nnnc1SCc1nc2ccccc2s1	-2.5	0.5	5	0.9	0	-11	-2	-3	-4.8
CCOc1ccc(S(=O)(=O)Nc2ccccc2SC)cc1	-2.4	0.5	-7	0.8	-6	-5	-9	-12	-5.9
O=C(CC1S/C(=N/N=C/c2ccco2)NC1=O)Nc1cccc(Cl)c1Cl (stereo unspecified)	-3.5	1.4	-9	-0.1	-16	4	-3	-5	-4.9
COc1ccc(CN2CCN(Cc3ccc(C(F)(F)F)cc3)CC2)cc1	-5.8	3.5	-46	2.2	-3	24	-12	16	-3.2
CC(C)(C)n1nnnc1C(c1ccncc1)N1CCCCCC1 (stereo unspecified)	-5.3	1.5	-23	-1.2	-6	-2	0	-16	-0.1
COc1ccc(C)cc1-n1c(-c2ccncc2)n[nH]c1=S	-3.9	-0.5	-3	-0.9	-12	43	-2	-6	3.0
COc1ccc(CCn2c(=O)[nH]c3cc(C(=O)N4CCN(c5ccccc5)CC4)ccc3c2=O)cc1OC	-1.7	-0.2	-16	-0.6	-10	-10	-4	1	-0.6
Cc1c(C(=O)NC2CCCCC2)sc2ncnc(N3CCN(c4ccccc4)CC3)c12	-0.9	0.3	0	-0.5	-13	16	-2	-4	-2.1
Cn1cc([N+](=O)[O-])c(C(=O)NNC(=O)c2ccc([N+](=O)[O-])cc2)n1	-2.3	-0.8	-3	1.0	-7	24	1	4	2.6
Cc1ccc(CSc2nsc(C)c2C#N)cc1	-3.4	-0.3	-19	-2.0	-12	24	-9	-7	-2.6
O=C(Nc1cccn2ncnc12)c1cccc(C(F)(F)F)c1	-1.1	0.3	-1	-1.9	4	16	2	-11	-0.9
COc1ccc(-c2cnc(N)n2C)cc1	-1.5	0.7	-1	0.5	1	40	-10	0	-2.2
Cc1nn2c(c1-c1ccccc1)N=C(c1ccco1)CC2c1ccccc1 (stereo unspecified)	-4.3	0.2	39*	-1.5	-7	-16	-4	-31	-3.9
CCOC(=O)c1cnc(SCC(=O)Nc2ccc(N3CCOCC3)c(Cl)c2)nc1N	3.2	3.0	2	2.4	-10	-16	0	-4	-3.6
NC(=O)c1ccccc1N/C=C/C(=O)c1ccc(F)cc1	1.3	nt	15	nt	0	34	-3	-6	1.0
CCOC(=O)C(=NC1CCCCC1)NNc1cccc(C(F)(F)F)c1	-0.1	-0.2	-14	-2.9	-13	-7	-1	-5	-1.8
COc1cccc(-n2nnnc2SCC(=O)Nc2nc3c(s2)CCCC3)c1	-3.8	0.8	-14	1.4	-10	-51	-1	-15	-1.9
N#Cc1cc2c(nc1SCC(=O)O)CCCC2	-1.3	0.5	-2	2.5	-3	15	-2	-5	-3.3
Cc1cc(OCCn2ccnc2)ccc1C(C)C	-0.2	3.4	-7	-0.1	3	-14	-12	15	-0.7
Fc1ccccc1C1CCN(Cc2nc(COc3ccccc3)no2)C1 (stereo unspecified)	0.2	-0.3	-8	-0.2	-8	22	-6	-16	-0.1
COc1cccc(OCCn2cccc2/C=C2/C(=N)N3OC(C)=CC3=NC2=O)c1	-2.0	0.2	7	-0.8	-10	-13	-3	-7	-2.1
O=S(=O)(NCc1ccccn1)c1ccc(Cl)c(C(F)(F)F)c1	-4.2	2.8	26	0.3	8	-106	-8	-4	-1.7
COc1ccccc1NC(=O)Cn1nc(Cc2cccnc2)c2ccccc2c1=O	-2.5	-0.6	1	-0.4	-10	27	-2	-6	-0.1
Cc1noc(C)c1C(=O)Nc1ccc(F)cc1	-3.6	0.3	-6	1.0	-6	20	3	11	0.5
CC(=O)Nc1ccc(NC(=O)C(C)O/N=C/c2cccc([N+](=O)[O-])c2)cc1 (stereo unspecified)	-1.6	0.9	1	1.8	3	-1	-3	0	0.9
Cc1[nH]c(=S)n(CC2CCCO2)c1C (stereo unspecified)	-0.6	0.1	6	-0.4	1	nt	-2	4	1.7
O=S(=O)(c1ccc2c(c1)nc(COc1ccc(Cl)cc1)n2CC1CCCO1)N1CCOCC1 (stereo unspecified)	-3.6	6.5	-3	6.1	16	-11	-2	-34	-2.4
C[C@H](NC(=O)C1CC(=O)N(c2ccc3c(c2)OCO3)C1)C(=O)NCc1ccco1 (stereo partly specified)	-0.3	0.6	7	-0.8	1	12	3	-3	-0.9

Overlap with the part before: 2 entries, followed by the next part.
mol	IMP-1 inh	V1aR counter	NS3 helicase inh	OXTR ag	GPR7 antag	PHOSPHO1 inh	GalR3 antag	DNA FID counter	VIM-2 inhibitor
O=S(=O)(c1ccc2c(c1)nc(COc1ccc(Cl)cc1)n2CC1CCCO1)N1CCOCC1 (stereo unspecified)	-3.6	6.5	-3	6.1	16	-11	-2	-34	-2.4
C[C@H](NC(=O)C1CC(=O)N(c2ccc3c(c2)OCO3)C1)C(=O)NCc1ccco1 (stereo partly specified)	-0.3	0.6	7	-0.8	1	12	3	-3	-0.9
Cc1c(Cl)cccc1NC(=O)NCc1ccc(C)n1C	-1.2	0.9	3	0.2	-9	40	-11	-2	-2.2
COc1cccc(N2CCN(C(=O)c3oc4ccccc4c3NC(=O)CCc3cc(OC)no3)CC2)c1	-2.3	3.0	-6	0.2	1	-4	-10	-40	-2.7
CCOC(=O)CN1C(=O)CCSc2ccc(Cl)cc21	-2.6	-1.2	-2	-1.1	0	56	-5	-8	-2.8
COC(=O)c1c(C)oc(C)c1S(=O)(=O)NCc1ccc(Cl)cc1Cl	-1.6	-2.7	-5	-2.3	6	3	-3	-27	-1.6
Cc1cc(C)n(CCCNC(=O)C2CCC(=O)N(CCc3ccc(Cl)cc3)C2)n1 (stereo unspecified)	-0.6	0.8	7	0.0	6	-4	0	-44	-1.0
COc1ccc(CC(=O)N/N=C/c2ccc(-c3ccc(F)cc3)o2)cc1OC	-3.7	0.5	-4	0.4	-10	28	1	-31	-3.0
Fc1ccc(C2CCNCC2COc2ccc3c(c2)OCO3)cc1 (stereo unspecified)	-1.1	3.3	-63	12	28*	33	-12	14	-2.1
CC(OC(=O)c1cc(S(=O)(=O)N2CCOCC2)ccc1F)C(=O)NC1CCCCC1C (stereo unspecified)	-3.0	2.0	3	-0.3	-15	51	-3	-35	-1.4
CSCCC(NC(=O)c1ccc(C)o1)C(=O)O (stereo unspecified)	-2.9	0.5	4	-0.4	2	25	-2	-4	-3.1
CS(=O)(=O)N(Cc1ccc(Cl)cc1)c1ccc(C(=O)NCC2CCCO2)cc1 (stereo unspecified)	-4.4	6.4	6	9.4	-4	26	-1	-23	-2.0
COc1ccc2c(c1)C1=NN(/C(C)=C/C(C)=O)C(c3ccc(F)cc3)C1CC2 (stereo unspecified)	-3.4	-0.9	-4	-1.9	-3	-5	4	-16	-1.1
NC(=O)C1CCN(C(=O)c2ccco2)CC1	-0.7	0.5	-8	0.9	-9	-4	-6	1	-1.3
COc1ccc(Cn2nnnc2C(c2cccnc2)N2CCN(c3ccc(O)cc3)CC2)cc1 (stereo unspecified)	-2.6	0.4	-15	-0.6	7	22	-4	-10	-2.8
COc1ccc(NS(=O)(=O)c2csc(C(N)=O)c2)cc1	-2.5	0.5	3	0.0	8	30	-14	-2	-3.5
Cc1ccc(C(=O)c2no[n+]([O-])c2C(=O)c2ccc(C)cc2)cc1	-0.8	0.7	7	0.1	3	2	-1	3	-0.1
CCOC(OCC)c1ccc(/C=C\c2nccc(N)n2)cc1	-0.6	0.6	1	-1.6	-7	33	-7	-11	2.7
O=C(C1CCCN(S(=O)(=O)c2cccnc2)C1)N1CCN(c2ccccn2)CC1 (stereo unspecified)	-6.0	0.5	2	0.1	-11	10	-3	-12	-3.7
Cc1c(C(=O)Nc2ccc(S(=O)(=O)NCC3CCCO3)cc2)cccc1[N+](=O)[O-] (stereo unspecified)	-2.9	5.7	-6	2.5	14	28	1	-4	-3.2
COc1ccc(OC)c(CCNC(=O)Cn2nc(C)c3c(C)n(-c4ccc(C)cc4)nc3c2=O)c1	-3.3	2.2	-7	-0.9	-4	38	33*	-47	-1.6
CC(C)c1onc(C(=O)N2CCN(Cc3ccccc3)CC2)c1[N+](=O)[O-]	1.0	-0.5	4	-0.8	-6	4	-3	-8	0.2
CSc1ccccc1OCc1cc(C(=O)NC(C)Cn2cncn2)no1 (stereo unspecified)	-0.6	-0.1	-4	-0.1	-16	9	-2	-22	-0.7
COc1ccc(C(CNC(=O)c2cccc(S(=O)(=O)NCc3ccccc3)c2)N(C)C)cc1 (stereo unspecified)	-4.6	-0.2	-32	-0.7	-10	0	-1	13	-3.2
N#C/C(=C\c1ccccc1[N+](=O)[O-])C(=O)NC1CCCCC1	1.2	2.8	2	3.2	2	8	-7	-6	1.1
C[C@@]12C(=O)N(CCO)CC(=O)N1[C@H](/C=C/c1ccccc1)[C@@H]1C(=O)N(c3ccccc3)C(=O)[C@@H]12	-0.5	0.4	10	0.3	-5	-2	-4	-8	-0.6
COC(=O)c1ccc(NC(=O)CSCc2ccc(C)cc2)cc1	-1.8	-0.7	-3	-1.2	-8	7	-8	-13	-1.0
COc1ccc(NCc2nnc(SCC(=O)NCc3ccccc3)n2-c2ccccc2OC)cc1	-5.1	-0.3	-3	-1.4	-10	-12	-3	-35	-3.9
COc1cccc(-c2nc3ccc(C(=O)NC(C)Cc4cccnc4)cc3o2)c1 (stereo unspecified)	-2.4	0.7	-2	-0.8	-19	18	10	-26	-3.1
Cc1cc(N2CCC(C)CC2)nc(-c2ccccc2O)n1	0.0	-1.5	-8	-2.1	-2	25	9	-6	1.3
COCCc1ncc(CN2CCCCC2C(=O)Nc2ccc(Oc3ccccc3)nc2)cn1 (stereo unspecified)	-2.0	0.0	-2	-1.1	-12	9	2	-27	-0.3
O=C(Nc1cccc2c1[nH]c1ccccc12)C(F)(F)F	-1.1	7.7	4	5.6	-8	-8	-3	-1	-2.2
O=C(Nc1cccc(C(=O)O)c1)/C(=C\c1ccc2c(c1)OCO2)NC(=O)c1ccc(Br)cc1	-3.1	7.5	24	-0.4	-9	-11	4	-29	-3.5
CCCNS(=O)(=O)c1ccc(OCC(=O)NCCCOC)cc1	-0.2	0.9	0	-0.5	-8	-17	-1	0	-2.4
Cc1ccc(SCC(=O)NC(=O)NC(C)C)c(C)c1	-1.2	-0.9	-4	0.0	-8	19	0	-11	-0.1
